Assay outcomes: PubChem, several laboratories
FXIa inh = human FXIa protease inhibitors, primary screen, biochemical, 1536-well; Coagulation factor XI (Homo sapiens), P03951; purified FXIa, Boc-Glu-Ala-Arg-AMC fluorogenic substrate; inhibition, % at 5 µM; 220,000 tested, 0.14% active; AID 798, 2007;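 active means inhibition of at least 40%; inactive means inhibition below 40%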;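 further: fluorescence of freed AMC excited at 355 nm; 0% = enzyme without compound and 100% = no enzyme blank; many of its hits are not listed in these tables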
L929 necroptosis = inhibitors of zVAD-triggered necroptosis, primary screen, L929 cells. 220,000 tested, 0.38% active. AID 1377, 2008. L929 zVAD necroptosis rescue, ATP luminescence, 24 h; with zVAD 60 µM. viability rescue, % at 10 µM;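 active means activation, scaled between plate controls, above about 75%, limit read from the data; inactive means activation under that limit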;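 further: 0% = zVAD with DMSO and 100% = DMSO alone without zVAD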
hK5 inh = human KLK5 protease inhibitors, primary screen, biochemical, 1536-well; Kallikrein-5 (Homo sapiens), Q9Y337; recombinant hK5, fluorogenic AMC substrate cleavage; inhibition, % at 5 µM; 210,000 tested, 0.59% active;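 active means inhibition of 40% or more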;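 further: 0% = enzyme controls without compound and 100% = no-enzyme blanks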
Target sequence (Q9Y337 67-293 limits assumed): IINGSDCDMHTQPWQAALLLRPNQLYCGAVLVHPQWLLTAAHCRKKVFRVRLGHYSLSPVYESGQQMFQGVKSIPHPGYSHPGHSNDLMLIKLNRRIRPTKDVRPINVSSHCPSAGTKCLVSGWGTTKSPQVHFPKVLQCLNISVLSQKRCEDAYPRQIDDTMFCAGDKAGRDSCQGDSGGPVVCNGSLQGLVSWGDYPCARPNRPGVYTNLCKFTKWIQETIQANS
thrombin 1536 = human alpha-thrombin inhibitors, primary screen, counter-screen for coagulation protease inhibitor project, biochemical, 1536-well, fluorogenic AMC substrate | 220,000 tested, 0.26% active | Boc-VPR-AMC fluorogenic substrate cleavage | AID 1046, 2008 | inhibition, % at 5 µM;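 active means inhibition at or above 40%; inactive means inhibition below 40%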;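 further: 0% = enzyme with no compound and 100% = wells without enzyme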
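Assay system: human alpha-thrombin enzyme. Reagent: Boc-VPR-AMC substrate, 15 µM final. Compound dosing: one concentration per compound, 5 µM, with 0.2% DMSO. Incubation: room-temperature reaction. Technique: AMC fluorescence, 355/460 nm. Measure: % inhibition relative to enzyme controls and enzyme-free blanks.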
FXIIa inh = human FXIIa protease inhibitors, primary screen, biochemical, 1536-well | Coagulation factor XII (Homo sapiens), P00748 | purified FXIIa, Boc-QGR-AMC fluorogenic substrate, 2 h | inhibition, % at 5 µM | 220,000 tested, 0.3% active | AID 800, 2007; in the data active means inhibition above about 40%;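 further: 0% = enzyme with no compound and 100% = blank without enzyme; many of its hits are not listed in these tables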
Rad51 HR inh = human RAD51 strand exchange inhibitors, primary screen, biochemical, fluorescence. DNA repair protein RAD51 homolog 1 (Homo sapiens), Q06609. hRad51 DNA strand exchange, fluorescence dequenching. inhibition, % at 10 µM. 200,000 tested, 0.085% active. AID 1385, 2008;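 active means inhibition above 40% at the single screening dose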;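 further: 0% = DMSO control wells and 100% = blanks with heterologous ssDNA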
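Test system: preformed human Rad51 ssDNA filaments. Compound dosing: single dose, 10 µM final compound. Incubation: filaments 15 min 37 °C, then compound 30 min. Technique: FRET fluorescence dequenching, excitation 485 nm, emission 520 nm. Read-out basis: percent inhibition from fluorescence, normalised to plate control and blank means. Benchmarks: plate controls and plate blanks.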
TNF necrop inh = inhibitors of TNF-alpha triggered necroptosis, primary screen, cell-based, Jurkat FADD-/-, single concentration; 220,000 tested, 0.068% active; activation (protection from cell death), % at 10 µM; Jurkat FADD-/- TNF necroptosis rescue, ATP luminescence, 24 h; 0 = TNF only, 100 = no-TNF cells;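 active means activation, meaning protection from cell death, of at least 50% relative to plate controls; inactive means activation below 50%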;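 further: necroptosis triggered by 40 ng/mL TNF-alpha added together with compound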
Cl transport mod = KCC2 cotransporter modulators, thallium flux, primary screen, cell-based, HEK293 KCC2, FluoZin-2 fluorescence, MLSMR. Solute carrier family 12 member 5 (Homo sapiens), Q9H2X9. KCC2 cells, thallium flux FluoZin-2 fluorescence. B-score of Tl+ flux slope (higher = more flux/activation; lower = inhibition) at 10 µM. 190,000 tested, 2.2% active. AID 1456, 2008;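 active means thallium flux slope and its plate-corrected score both differing from the plate sample mean at a set confidence after two filtering rounds, in either direction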;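 further: slope of fluorescence scaled to starting intensity during 10 to 20 s after thallium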
Hck Nef HTS = inhibitors of Nef-activated human Hck kinase, primary screen, biochemical, Z-Lyte FRET, 384-well, Hck-YEEI; Tyrosine-protein kinase HCK (Homo sapiens), P08631; Recombinant Hck-YEEI plus Nef, Z-Lyte FRET kinase assay; inhibition, % at 20 µM; 220,000 tested, 0.68% active; AID 463187, 2010;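 active means Hck-Nef kinase inhibition above about 50%, limit read from the data; inactive means inhibition below that limit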;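 further: 0% = DMSO with Hck plus Nef and 100% = Hck alone without Nef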
Target sequence (P08631 whole entry, looked up): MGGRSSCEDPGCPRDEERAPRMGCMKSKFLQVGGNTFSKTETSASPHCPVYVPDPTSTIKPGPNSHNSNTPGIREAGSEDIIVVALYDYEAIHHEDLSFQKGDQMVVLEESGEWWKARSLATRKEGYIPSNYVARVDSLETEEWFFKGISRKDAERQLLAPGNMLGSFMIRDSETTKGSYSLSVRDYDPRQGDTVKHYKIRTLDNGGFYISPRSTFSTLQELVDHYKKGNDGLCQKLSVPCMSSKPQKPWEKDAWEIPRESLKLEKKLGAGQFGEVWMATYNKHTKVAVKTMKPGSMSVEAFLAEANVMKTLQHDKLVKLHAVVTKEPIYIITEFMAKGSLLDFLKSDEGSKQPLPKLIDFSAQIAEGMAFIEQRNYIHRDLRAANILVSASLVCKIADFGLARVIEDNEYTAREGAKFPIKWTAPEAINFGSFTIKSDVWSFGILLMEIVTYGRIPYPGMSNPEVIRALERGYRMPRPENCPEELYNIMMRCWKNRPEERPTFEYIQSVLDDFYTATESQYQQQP
* = called active by the depositor; · = no result given. This is a subset; count on the stated rates, not on these rows.

Screens in order: FXIa inh	L929 necroptosis	hK5 inh	thrombin 1536	FXIIa inh	Rad51 HR inh	TNF necrop inh	Cl transport mod	Hck Nef HTS
COc1cc(NC(=O)c2ccc(Cl)cc2)c(OC)cc1Cl
 : 2	-0.7	-1	4	16	5	-1.5	-0.72	-23
COC(=O)[C@H](CC(C)C)NC(=O)Nc1ccc(F)cc1
 : -1	0.2	1	-3	-1	2	8.4	0.13	17
NC(=S)c1c(Cl)cc(C(F)(F)F)cc1Cl
 : 4	0.4	1	5	13	6	0.5	0.39	-3
O=C(NCC1CCCO1)c1ccc(COc2ccc(Br)cc2)cc1 (stereo unspecified)
 : 23	1.1	-2	3	26	·	0.9	-1.5	7
C=CCNc1cc(C)oc(=O)c1C(=O)CC
 : -3	0.4	-7	3	6	20	-1.0	0.36	8
N#CCCN(Cc1ccccc1)C(=O)Nc1ccccc1
 : -1	0.1	-6	-2	9	11	0.1	-1.2	8
CCOc1ccc(Cn2c(SCCCCC#N)nc3c2c(=O)n(C)c(=O)n3C)cc1OCC
 : -2	-0.2	-2	-2	1	-5	-1.3	-0.08	-1
Cc1ccc(C2C3=C(NCCN=C3c3ccccc3)C(=O)N2c2ccccc2)cc1 (stereo unspecified)
 : 7	-0.6	-4	5	10	9	0.0	0.012	-1
O=C1NC(CCc2ccccc2)C(=O)N1Cc1ccc(Br)cc1 (stereo unspecified)
 : 2	2.1	0	1	8	12	2.1	-0.0095	16
Cc1cccc2cc(CN(Cc3ccco3)C(=O)c3cccs3)c(=O)[nH]c12
 : 4	0.4	3	-4	-2	6	-2.1	-2.2	10
CCCCNC(=O)C1CC(c2cccc(F)c2)=NO1 (stereo unspecified)
 : -3	-0.1	-3	-6	3	5	4.2	-0.0043	23
CC1SC(=NC(=O)c2ccco2)NC1=O (stereo unspecified)
 : 2	0.0	-3	1	8	1	0.0	-0.13	2
COc1ccc(S(=O)(=O)N(CC(=O)N2CCCC2)Cc2ccccc2)cc1
 : -6	-0.1	-18	-4	4	0	-4.4	-0.85	-1
Cc1sc(N)nc1C12CC3CC(CC(C3)C1)C2
 : -7	10.0	0	-1	9	-3	1.4	0.51	19
O=c1[nH]c2ccccc2c2oc(CCl)nc12
 : -3	-1.2	-6	-1	2	10	-21	0.19	1
Cc1occc1C(=O)Nc1nn[nH]n1
 : 0	0.6	-5	1	11	-1	-0.3	0.3	1
COc1ccc(-c2nnn(Cc3nc(N)nc(N4CCOCC4)n3)n2)cc1OC
 : -3	-0.1	0	-3	1	9	-1.3	0.07	-1
O=C(C1CCCCC1)N1CCN(C(=O)C2CCCCC2)CC1
 : 1	-0.3	-4	2	9	-10	-3.1	-0.88	0
CCNC(=S)N/N=C/c1cc(C)ccc1C
 : 0	1.0	-10	-4	12	8	3.4	3.2	2
COc1cccc(-n2nnc3c(=O)n(C/C=C/c4ccccc4)cnc32)c1
 : -5	1.4	-33	-14	3	11	0.2	0.037	4
O=C(CN1C(=O)COc2ccc(S(=O)(=O)N3CCCC3)cc21)N1CCCC1
 : 2	0.9	1	-3	9	-30	2.5	1.1	3
CCOC(=O)C1CCCN(C(=O)c2ccc(CNc3c(N4CCC(C)CC4)c(=O)c3=O)cc2)C1 (stereo unspecified)
 : 2	2.5	0	-1	15	-2	0.0	-0.075	-2
Cc1cc2ccccn2c1C(=O)c1ccc([N+](=O)[O-])o1
 : -5	13	4	-16	7	-2	-2.3	-1.5	15
CC(C)n1nnnc1-c1cc(Cl)cc(Cl)c1
 : 7	-0.2	-3	3	20	2	0.8	3.4*	1
C1CSC2(N1)C1CC3CC(C1)CC2C3 (stereo unspecified)
 : -10	0.4	4	-2	-5	-1	-3.9	0.31	2
O=C(/C=C/c1ccccc1Cl)Nc1cccc(S(=O)(=O)NC2=NCCCCC2)c1
 : 0	1.8	-17	-9	4	·	2.9	-2.2	5
COc1ccc(-c2cc(C(F)(F)F)nc(SCC(=O)NCc3ccco3)n2)cc1OC
 : -8	-0.2	-140	-4	-3	-4	-2.3	0.0024	1
CCN(CC)c1ccc(/C=N/N2CCN(Cc3ccccc3)CC2)c(O)c1
 : 4	1.1	-22	1	11	-3	1.9	-1.2	4
Cc1ccc(NS(=O)(=O)c2ccc(Cl)c(NC(=S)NC(=O)C3CCCCC3)c2)cc1Cl
 : 16	0.7	-9	-6	2	9	0.3	0.7	0
COc1ccc(C(c2nnnn2Cc2cccs2)N2CCN(c3ccccc3)CC2)cc1OC (stereo unspecified)
 : 3	-0.4	0	5	0	2	-2.4	-0.85	-2
COC(=O)c1ccc(/C=N/NC(=O)CC(=O)NC2CCCCC2)cc1
 : -7	0.6	-6	-4	0	-10	-0.1	0.9	0
COc1cc(C(=O)OCC(=O)NC2CCS(=O)(=O)C2)ccc1OCc1c(C)noc1C (stereo unspecified)
 : 8	0.2	-2	-6	4	-3	0.0	0.56	-1
Cc1c(Cl)cccc1NC(=S)N1CCN(Cc2ccccc2)CC1
 : 20	1.2	-16	4	25	4	-3.4	·	0
COc1ccc(N(C(=O)c2cccnc2)S(=O)(=O)c2ccc3c4c(cccc24)C(=O)N3C)cc1
 : 5	·	-9	15	14	·	-7.7	-0.56	-13
CCOC(=O)NC(O)C(=O)c1ccc(F)cc1 (stereo unspecified)
 : -7	0.8	3	-2	4	9	0.8	0.34	-36
Cc1cc(NC(=O)c2noc3c2CCCCC3)no1
 : 4	0.6	2	6	18	4	-0.4	-0.036	1
CCOc1ccc(CN2CCN(Cc3[nH]c4ccccc4c3C)CC2CCO)cc1 (stereo unspecified)
 : -1	3.4	1	-11	11	18	0.8	0.023	22
C=C(C)CNC(=S)Nc1cccc(S(=O)(=O)NC2=NCCC2)c1
 : 0	1.7	20	-4	11	3	-0.9	0.88	19
Cc1ccc2nc(-c3ccncc3)c(NC3CCCCC3)n2c1
 : -5	-0.3	-3	-11	3	-9	-3.8	-0.8	-3
CC(C)(C)c1ccc(C(=O)Nc2ccc(O)c3c(=O)cc(-c4ccccc4Cl)oc23)cc1
 : 0	0.1	1	1	11	6	-9.5	-0.78	26
Cc1ccc(NC(=O)CSc2ncc3ccccn23)cc1
 : 11	0.4	-5	-11	4	1	0.3	-0.16	26
CSc1nsc(SCC(=O)Nc2c(C)n(C)n(-c3ccccc3)c2=O)n1
 : 2	0.0	-8	2	13	1	1.1	·	-1
Cc1ccc2cc(CNC(C)C)c(=O)[nH]c2c1
 : 3	-0.2	8	-3	-1	2	1.3	-0.92	2
COc1cc2c(cc1OC)-c1cc(NC3CCCCCC3)nc(=O)n1CC2
 : -20	0.7	-7	-7	-24	-6	-6.4	-0.96	1
NC(=O)c1cc(Cc2ccccc2)sc1NC(=O)c1ccco1
 : 1	5.6	-9	-5	8	12	2.4	-0.87	24
CCOC(=O)CC(=O)CSc1nc(-c2ccccc2)cc(-c2ccccc2)c1C#N
 : 0	1.4	-3	-6	7	-1	2.7	0.89	0
Cc1ccc(Cl)cc1NC(=S)N(CCCN1CCN(C)CC1)Cc1ccco1
 : -1	-0.3	-1	-2	4	7	0.7	-1	5
Cc1ccc(-c2[nH]ncc2CNCCc2cnn(-c3ccccc3)c2)cc1C
 : 5	15	1	0	9	·	-3.6	0.71	4
CN(C1CCCCC1)S(=O)(=O)c1ccc(NC(=O)CCC(=O)O)cc1
 : 8	0.2	15	-3	9	-15	-0.3	0.92	-1
O=C(Nc1cccc(S(=O)(=O)N2CCOCC2)c1)c1cc2ccccc2o1
 : -1	2.2	2	-1	7	·	0.9	-0.11	25
O=S(Cc1ccc(Br)cc1)Cc1nnc(SCc2ccc(Br)cc2)n1-c1ccccc1 (stereo unspecified)
 : 17	·	-7	1	20	·	-4.7	-0.65	5
COc1ccc(C(=O)N2CCC(C(=O)NCc3ccccn3)CC2)cc1
 : 2	1.5	-7	2	7	-6	0.2	·	6
CC(C)=C1SC(N2CCCCC2)=NC1=O
 : -21	0.3	5	-8	-2	8	1.6	·	-2
CC(=O)Nc1ccc(OCC(O)CN2CCN(c3cc(Cl)ccc3C)CC2)cc1 (stereo unspecified)
 : 3	-0.5	22	-3	11	8	-0.3	·	0
COc1ccc2cc(CN(C(=O)Nc3ccccc3)C3CCCC3)c(=O)[nH]c2c1
 : 4	1.4	-3	4	14	7	2.9	-0.76	-3
O=C(CCCCn1c(=O)[nH]c2ccccc2c1=O)NCCC1=CCCCC1
 : -3	0.8	-7	4	5	-6	0.6	0.67	1
C#CCOC(=O)C(NC(=O)c1ccccc1)=C(C)C
 : 12	-0.8	12	8	28	-6	-0.9	0.67	-18
Cc1cc(C)cc(-c2nnc(SCC(=O)NCc3cccs3)o2)c1
 : 1	0.3	-4	-12	0	8	-1.2	-1.2	0
COc1ccc(NC(=S)NCc2ccccn2)cc1OC
 : -1	-0.2	·	-4	6	-26	-0.4	1.4	-3
COC(=O)c1cc(NC(=O)CSc2nc(C)cc(=O)[nH]2)cc(C(=O)OC)c1
 : 4	-0.2	2	5	11	-5	-2.3	·	0

Next section:
Screens in order: FXIa inh	L929 necroptosis	hK5 inh	thrombin 1536	FXIIa inh	Rad51 HR inh	TNF necrop inh	Cl transport mod	Hck Nef HTS
O=C(COC(=O)c1ccc(O)cc1)NCCC1=CCCCC1
 : -6	34	-5	-6	2	·	0.5	-0.0096	20
O=C(Nc1ccccc1)Nc1nc(-c2ccccc2)cs1
 : -2	5.5	-4	-6	0	-5	2.1	1.1	2
O=[N+]([O-])/C(C(Cl)=C(Cl)Cl)=C(\Nc1ccc(F)cc1)n1cncn1
 : -4	0.0	4	0	9	3	-1.1	-0.36	1
CCOC(=O)c1cnn(Cc2ccc(C)cc2)c1N
 : -1	2.1	-6	1	7	2	8.9	0.38	-1
O=C(CCCc1nc(-c2ccccc2)no1)NCc1cccnc1
 : -10	0.9	-23	-1	10	-6	-1.2	-0.32	-2
Cc1cc(CNC(=O)Cn2nc(C)c([N+](=O)[O-])c2C)c2ccccc2n1
 : 4	1.6	1	·	12	-3	-11	-0.16	19
Cc1c(NC(=O)c2ccc(Cl)s2)c(=O)n(-c2ccccc2)n1C
 : 19	-0.3	2	15	16	-5	1.5	-0.45	0
Cc1cccc(C)c1NC(=O)C(=O)NCc1ccccn1
 : 4	0.0	1	3	18	-4	-2.4	-0.14	2
